MmCpn inh – M. maripaludis TRiC chaperonin inhibition. purified Mm-Cpn ATPase, ADP Transcreener TR-FRET. AID 504842. Potency, µM (top dose mostly 76.9 µM), for inactives: top-dose activity, negative = inhibition, usual class: inhibitors. 330,000 compounds, 0.031% hits; note: potency is the fitted concentration of half-maximal effect; % is set by controls: 0 for no effect and ±100 for the full control effect; nearly all actives have a fitted effect of over 80% in size
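Purified archaeal chaperonin (25 nM final) was preincubated with compound for 10 min at 37°C, then ATP (10 uM final) was added for 30 min at 37°C in Tris pH 7.4/KCl/MgCl2/DTT buffer. ADP was quantified by HTRF Transcreener TR-FRET.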
Nrf2 block – blocks Nrf2 signaling. A549 ARE-Fluc reporter, luciferase luminescence, 18-24 h. Potency, µM (top dose mostly 46 µM), for the others: at the highest dose activity change, negative = inhibition, most hits filed as inhibitors. 360,000 compounds, 2.1% hits. AID 504444; note: potency is the fitted concentration of half-maximal effect; % is set by controls: 0 for no effect and ±100 for the full control effect; nearly all actives have a fitted effect of over 60% in size
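Quantitative HTS in A549 cells stably bearing an antioxidant response element-firefly luciferase construct. Inhibition of Nrf2-driven transcription was scored by luminescence after 18-24 h of compound exposure at 37 °C.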
ATXN viability – cell viability loss in ATXN counter-screen; Potency, µM (top dose mostly 56.7 µM), hits mostly cytotoxic; S2 cells (HEK-293 line with an ATXN2-luciferase reporter) viability, CellTiter-Fluor protease fluorescence, 24 h; 400,000 compounds, 0.49% hits; note: potency is the fitted concentration of half-maximal effect; nearly all actives have a fitted effect of over 40% in size
pAkt inh – inhibitors of Akt phosphorylation. 360,000 compounds, 0.32% hits. Neuro2A IGF-stimulated pAkt S473 HTRF, 20 min; stronger effect = lower value. activity change, % for hits at 50 µM; in the data active = activity change below about -80%; inconclusive = mostly about -51% to -80%; note: % is set by controls: 0 for no effect and ±100 for the full control effect
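Neuro2A cells (4,500/well, DMEM with 0.5% FBS) were treated with compound at a single 50 µM final concentration, stimulated with 6 nM IGF for 20 min at 37 °C, and lysed. Phospho-Akt Ser473 was read by HTRF as 665/615 ratio ×10^4.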
Nrf2 ARE act – activates Nrf2 signaling. AREc32 ARE-luciferase reporter (MCF7-derived line), luminescence, 24 h. Potency, µM (doses to about 46.1 µM), for inactives: at the top dose activation, actives largely listed as activators. 410,000 compounds, 0.31% hits; note: potency is the fitted concentration of half-maximal effect; % of control where 0% means no effect; nearly all actives have a fitted effect of over 65% in size
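Cells of the AREc32 ARE-luciferase line are plated in OPTI-MEM containing 5% FBS and left overnight at 37 deg C. Compounds are pinned in, incubation continues 24 hr, and firefly luciferase signal is then measured.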
CCT chaperon mod – cytosolic chaperonin activity modulation; purified chaperonin ATPase assay, HTRF ADP detection, 30 min; activity change, % (no concentration beside the values), hits read low; 360,000 compounds, 0.3% hits; AID 651819; in the data active = activity change below about -30%; note: % is set by controls: 0 for no effect and ±100 for the full control effect
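TRiC at 40 or 20 nM final (batch-dependent) in 30 mM Tris pH 7.4, 100 mM KCl, 5 mM MgCl2, 1 mM DTT, with compound at single 76 uM and 10 uM ATP, 30 min at 37 deg C. ADP detected by HTRF Transcreener, 665/615 ratio.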
A549 tox – counter-screen for Nrf2 inhibitors: cytotoxicity in A549 cells | 390,000 compounds, 0.16% hits | AID 504648 | A549 ARE-Fluc cells, CellTiter-Fluor viability, 18-24 h | Potency, µM (series often up to 46 µM), for the others: at the highest dose activity change, negative = cytotoxicity, most hits filed as inhibitors; note: potency is the fitted concentration of half-maximal effect; % is set by controls: 0 for no effect and ±100 for the full control effect
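A549 ARE_Fluc cells in 5% FBS OPTI-MEM were exposed to compounds in concentration-response for 18-24 h at 37 deg C. Viability was read by CellTiter-Fluor fluorescence (Ex 405/Em 525) after 30 min, before the luciferase read.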
TGFb inhibitor – TGF-b pathway inhibition. HepG2 CAGA-GFP TGF-b/SMAD3 reporter, GFP fluorescence, 18 h; TGF-beta stimulated, 500 pg/mL final. Potency, µM (doses to about 46.1 µM), inactives show at the highest dose activity, negative = inhibition, usual class: inhibitors. 410,000 compounds, 1.2% hits. AID 588855; note: potency is the fitted concentration of half-maximal effect; % is set by controls: 0 for no effect and ±100 for the full control effect; nearly all actives have a fitted effect of over 65% in size
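Per well, imaged GFP fluorescence of HEPG2 CAGA-GFP cells gives the signal; cells get compound, then TGF-beta (500 pg/mL final), 18 h at 37 degrees C; %Activity versus -TGF-beta and +DMSO controls.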
HepG2 viability – HepG2 cytotoxicity, counter-screen for TGF-b inhibitors; HepG2 CAGA-GFP viability, ATP luminescence, 18 h; Potency, µM (doses to about 46.1 µM), for the others: at the highest dose activity change, negative = cytotoxicity, actives largely listed as cytotoxic; 410,000 compounds, 0.76% hits; AID 588856; note: potency is the fitted concentration of half-maximal effect; some results filed as inactive show a strong effect at the top dose
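CellTiter-Glo luminescence gave cytotoxicity after 18 hours at 37 degrees C. The cells were HepG2 CAGA-GFP in 1% FBS DMEM, stimulated with 500 pg/mL TGF-beta after compound addition. %Activity was normalised to no-cell wells (complete cell-killing) and DMSO (no toxicity), and curves were fitted and classified.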
Numbers without * were called inactive; i = inactive; u = inconclusive; x = no result given; & = joins results of further samples; ! = not confirmed by another sample. Unless noted, calls come from the whole dose curve; as a rule, active = well fitted curve in the direction sought with a large enough effect; inconclusive = small, poorly fitted or top-dose-only effect, or another doubt; inactive = no such curve, though single readings can be large; an effect the other way counts as inactive or inconclusive.

SMILES | MmCpn inh | Nrf2 block | ATXN viability | pAkt inh | Nrf2 ARE act | CCT chaperon mod | A549 tox | TGFb inhibitor | HepG2 viability
O=C(CNS(=O)(=O)c1ccc2ccccc2c1)NCCc1ccccn1 | 1% | 3% | i | i | -0.3% | -3.5 | 2% | -14% | 17%
O=C(CCCN1CCN(c2ccccn2)CC1)c1ccc(F)cc1 | -7% | 0% | i | i | -0.8% | 0.8 | -6% | -2% | -18%
O=S(=O)(Nc1cccc(S(=O)(=O)N2CCCC2)c1)c1ccccc1F | -1% | 10% | i | i | -0.5% | -2.1 | -10% | -1% | -2%
Cc1c2c(nc3ccccc13)OCC2 | 1% | u | i | i | -0.2% | -1.9 | -3% | -7% | 1%
O=C(O)CCc1ccc(-c2cccs2)n1NC(=O)c1ccc(O)cc1 | -1% | -2% | i | x | 0.0% | -3.1 | -8% | 1% | -5%
Cc1ccc(Cc2c(-c3ccc(Cl)cc3)nc3c(Cl)cc(C(F)(F)F)cn23)cc1 | x | x | i | i | 4.0% | -1.9 | x | u | -64%
O=C(Cc1cc(=O)[nH][nH]1)N/N=C/c1ccccc1Cl | 2% | -3% | i | i | 2.7% | -1.0 | -8% | -5% | 16%
CCOC(=O)[C@H]1[C@H]2COc3ccccc3[C@@H]2N2C(=O)c3ccccc3NC(=O)[C@@]12C | 1% | 0% | i | i | -0.6% | 0.0 | 3% | -1% | -16%
CC(C)CNC(=O)C(=O)Nc1ccc(N(C)C)cc1 | -10% | 19% | i | i | 0.2% | -2.6 | 3% | 13% | 0%
CCC(Oc1ccccc1)C(=O)Nc1ccc(OCc2cc(=O)n3ccccc3n2)cc1 (stereo unspecified) | x | x | x | x | 0.4% | x | 5% | 0% | -21%
CCOc1ccc(N2CC(C(=O)NC3CCSC3=O)CC2=O)cc1 (stereo unspecified) | 2% | 4% | i | i | 0.2% | -1.8 | 2% | -6% | 1%
N#CC(c1cccc(Cl)c1)c1ncc(C(F)(F)F)cc1Cl (stereo unspecified) | 1% | -28% | i | i | 0.1% | 0.4 | x | -4% | -2%
Cc1cccc(-c2nc3cc(NC(=O)c4ccc(OCC(C)C)cc4)ccc3o2)c1 | x | -1% | x | x | -0.3% | x | 2% | -4% | 3%
O=C(N/N=C(\c1ccccc1)c1cccnc1)c1ccc(O)cc1 | 2% | -5% | i | i | 0.2% | 0.7 | -1% | -13% | -1%
COc1ccc(S(=O)(=O)N(C)C[C@H]2Oc3ccc(NS(=O)(=O)c4cn(C)cn4)cc3C(=O)N([C@H](C)CO)C[C@@H]2C)cc1 | -7% | -5% | i | i | 0.4% | -1.2 | 10% | -5% | 0%
Cc1nc(N2C(=O)c3oc4ccccc4c(=O)c3C2c2ccccc2F)sc1C (stereo unspecified) | x | 6% | i | x | -0.8% | x | 1% | 5% | 4%
CCOc1ccc(S(=O)(=O)N2CCCCC2)cc1NC(=O)Cc1cccc(C(F)(F)F)c1 | -1% | -13% | i | i | -1.3% | -4.6 | 2% | 1% | -35%
Cc1ccc(NC(=O)C(C)OC(=O)c2cc(=O)[nH]c3ccccc23)cc1S(=O)(=O)N1CCOCC1 (stereo unspecified) | x | 9% | i | i | -0.7% | -0.9 | 4% | 6% | -1%
Cn1cnnc1SCC(=O)c1ccc2c(c1)CCCC2 | 1% | u | i | i | 3.9% | -3.0 | 7% | -3% | -20%
CC1(C(=O)CSc2nc3ccccc3[nH]2)CCC(=O)O1 (stereo unspecified) | 0% | x | i | i | -0.4% | -0.3 | 2% | 16% | 18%
COc1ccc2nc(C)cc(Nc3ccc(C)cc3)c2c1 | u | -16% | i | i | -1.0% | 1.2 | u | -9% | -7%
COc1ccc(C(=O)NC(C)c2ccncc2)cc1S(=O)(=O)N(C)Cc1ccccc1 (stereo unspecified) | -1% | -24% | i | i | -1.4% | 0.5 | 0% | -5% | -4%
COc1ccc(CN=Cc2c(C(=O)O)[nH]c3ccccc23)cc1 | -1% | -9% | i | i | -0.3% | -3.3 | 0% | -1% | -1%
O=c1cc(-c2ccccc2)[nH]n1-c1ccc([N+](=O)[O-])cc1 | 0% | 20% | x | i | 8.9% | 2.6 | u | u | -72%
CCOC(=O)C1=CNS(=O)(=O)NC1CCc1ccccc1 (stereo unspecified) | -1% | -12% | i | i | -0.9% | -2.1 | 2% | 8% | -2%

Complete entries from above. Order of screens: MmCpn inh | Nrf2 block | ATXN viability | pAkt inh | Nrf2 ARE act | CCT chaperon mod | A549 tox | TGFb inhibitor | HepG2 viability
Results for O=C(Cc1cc(=O)[nH][nH]1)N/N=C/c1ccccc1Cl → 2% | -3% | i | i | 2.7% | -1.0 | -8% | -5% | 16%
Results for Cc1c2c(nc3ccccc13)OCC2 → 1% | u | i | i | -0.2% | -1.9 | -3% | -7% | 1%

Later entries
SMILES | MmCpn inh | Nrf2 block | ATXN viability | pAkt inh | Nrf2 ARE act | CCT chaperon mod | A549 tox | TGFb inhibitor | HepG2 viability
CCC1CCCCN1CCCNC(=O)c1ccc2nc(N3CCCCC3)sc2c1 (stereo unspecified) | u | u | i | i | 4.1% | 1.6 | -7% | -1% | -6%
CCOc1ccc(S(=O)(=O)NCCC(=O)N2CC(C)OC(C)C2)cc1 (stereo unspecified) | 1% | -2% | i | i | 0.0% | 0.9 | -4% | 2% | 10%
Cc1ccc(S(=O)(=O)NCC2CCC(C(=O)NCCc3ccc(Cl)cc3)CC2)cc1 (stereo unspecified) | x | x | x | x | -1.1% | x | 6% | -14% | -20%
Cn1c(SCc2nnc(-c3ccccc3Br)o2)nc2sc3c(c2c1=O)CCC3 | -2% | u | u | i | 3.3% | -1.1 | -9% | -1% | -31%
CCN1CCN(Cc2ccc(NC(=O)c3cc(NC(=O)c4cc5cccc(OC)c5o4)cc(OC)c3)cc2C(F)(F)F)CC1 | -1% | 2% | 16µM* | i | -6.0%&-5.0% | -1.2&0.8 | -1% | u | 18µM*!
COC(=O)c1scc(-c2ccc(C)cc2)c1S(=O)(=O)Nc1cccc(Cl)c1C | x | -5% | i | x | 11% | x | -3% | u | -38%
CCOC(=O)C1CCN(C(=O)COc2ccc3c(c2)OCO3)CC1 | -1% | 2% | i | i | -0.2% | 1.2 | 0% | 15% | -32%
FC(F)(F)c1cccc(-c2ccc(/C=N/Nc3nncc(-c4ccccc4)n3)o2)c1 | 0% | 4% | i | i | 0.0% | -6.0 | 18% | -4% | -6%
CN(C)CCCNC(=O)C(=O)NCC(c1ccc2c(c1)OCO2)N1CCOCC1 (stereo unspecified) | x | x | x | x | -0.7% | x | 13% | 23% | 9%
COc1ccc(Cl)cc1NC(=O)CCN1CCN(C)CC1 | 1% | x | i | i | 3.7% | -3.2 | 8% | 14% | 8%
Nc1nc(-c2ccccc2)nn1C(=O)c1ccco1 | -2% | 1% | i | i | 2.6% | -1.9 | -7% | 2% | -2%
Cc1cccc(C(=O)NNC(=O)c2cccc(C)c2)c1 | 1% | 9% | i | i | 2.3% | -1.5 | -1% | 12% | 11%
Cc1cc(C)cc(NS(=O)(=O)Cc2ccccc2)c1 | 0% | -2% | i | i | 0.1% | 2.0 | 1% | -8% | 3%
COc1ccc(NC(=O)CCCNC(=O)Cn2cnc3sc4c(c3c2=O)CCCC4)cc1OC | 5% | -8% | i | i | -0.7% | -0.4 | -13% | -26% | -2%
CCC(=O)N1N=C(c2ccc(NS(=O)(=O)CC)cc2)CC1c1ccc(C)cc1 (stereo unspecified) | -3% | 8% | i | i | 3.3% | 0.6 | -4% | 6% | -13%
O=C(CN(c1ccccc1)S(=O)(=O)c1ccccc1)NCCSc1ccccn1 | 2% | -28% | i | i | 0.3% | 0.4 | 5% | 3% | 6%
CCC(=O)N1CC23C=CC(CC2CC12CCCCC2)O3 (stereo unspecified) | 0% | 7% | i | i | -0.6% | -0.5 | -7% | -12% | 0%
Cc1ccc(N(CC(=O)NC2CCCC2)C(=O)CNC(=O)c2cccs2)cc1F | 3% | -6% | i | i | -0.4% | -0.1 | -1% | 5% | -2%
CC(C)c1nc2oc3c(=O)[nH]cnc3c2c2c1CCC2 | 0% | -9% | i | i | -0.6% | 2.0 | -2% | 13% | 19%
Nc1c(C(=O)NCCN2CCOCC2)c2nc3ccccc3nc2n1CCc1ccccc1 | -3% | 15µM* | x | i | 3.1% | -1.4 | -7% | -16% | -38%
CCC(C)(C)NC(=O)c1ccc(S(=O)(=O)N(C)c2ccccc2OC)cc1 | x | -13% | i | i | 0.4% | -3.8 | -12% | -5% | -1%
CCOC(=O)c1cnc2ccc(C)cc2c1NCCO | -3% | -8% | u | i | -0.9% | -2.2 | -4% | 0% | -27%
NCC1CCC(C(=O)Oc2ccc(CCC(=O)O)cc2)CC1 (stereo unspecified) | x | 3% | i | i | -1.2% | -3.3 | -6% | 2% | 3%
Cc1ccc([N+](=O)[O-])c(OCC(=O)OCC(=O)c2ccccc2)c1 | 1% | 5% | i | i | 0.0% | -1.5 | -9% | -26% | 0%
CCCN1C(=O)c2[nH]nc(-c3ccccc3O)c2C1c1ccc(OCc2ccccc2)c(OC)c1 (stereo unspecified) | x | u | x | x | -1.0% | x | u | 13µM* | -42%
O=C(c1cc(-c2ccncc2)nc2ccc(Cl)cc12)N1CCN(Cc2ccc3c(c2)OCO3)CC1 | 0% | -20% | i | i | 2.5% | 1.2 | 1% | 0% | 4%

Random excerpt: 2 entries already listed, in no set order.
SMILES | MmCpn inh | Nrf2 block | ATXN viability | pAkt inh | Nrf2 ARE act | CCT chaperon mod | A549 tox | TGFb inhibitor | HepG2 viability
CC(C)c1nc2oc3c(=O)[nH]cnc3c2c2c1CCC2 | 0% | -9% | i | i | -0.6% | 2.0 | -2% | 13% | 19%
CCC1CCCCN1CCCNC(=O)c1ccc2nc(N3CCCCC3)sc2c1 (stereo unspecified) | u | u | i | i | 4.1% | 1.6 | -7% | -1% | -6%

Assay outcomes from PubChem BioAssay.
